# High-throughput results: PubChem BioAssay, The Scripps Research Institute Molecular Screening Center
# CHRM1 PAM = potentiates human M1 receptor response to acetylcholine. CHO-K1 hM1, Fluo-8 calcium fluorescence, ACh EC20; 0% = ACh EC20, 100% = maximal ACh. activation, % at 3 µM. hit rate 0.088% among 360,000. AID 588819; in the data active = activation above about 19%, passing the limit was not always enough
# M1 ag parental = M1 agonist counterscreen hit in parental CHO-K1 cells | Fluo-8 calcium fluorescence; scaled to maximal ATP response, vehicle zero | activation, % at 3 µM | hit rate 0.48% among 360,000 | AID 602248; in the data active = activation above about 15%;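 note: untransfected CHO-K1 host cells lacking M1 receptor as counterscreen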
# M1 antag = human CHRM1 antagonism. CHO-K1 hM1, Fluo-8 calcium fluorescence, ACh EC80 antagonist. inhibition, % at 3 µM. hit rate 1.3% among 360,000. AID 588852;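 active = percent inhibition above its own plate's cutoff, namely the mean of that plate's compound wells plus 3 SD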;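 note: peak over basal fluorescence ratio during 140 s after agonist addition; 0% = ACh EC80 plus DMSO and 100% = DMSO alone without agonist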
# CHO parental Ca = counter-screen: ATP calcium response change in parental CHO cells; hit rate 0.63% among 330,000; inhibition, % at 5.6 µM; parental CHO-K1, ATP-induced calcium, Fluo-8 fluorescence;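 active = inhibition above that plate's mean sample inhibition plus 3 SD, cut at about 26% in these data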;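 note: 0% = ATP-challenged DMSO wells and 100% = DMSO wells without ATP; some compounds past the cut are filed as inactive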
#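 Test system: parental CHO cells; detection: calcium-sensitive Fluo-8 fluorescence; evaluation: percent inhibition of calcium signal; also added: ATP as calcium-mobilizing challenge; repeats: one well per compound; control set: ATP-challenged DMSO wells low, unchallenged DMSO wells high; compound: single nominal dose of 5.6 µM per compound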
# OXTR potentiator = human OXTR potentiation | AID 2445 | hit rate 0.061% among 320,000 | activation, % at 3 µM | CHO-OTR cells, Fluo-8 calcium fluorescence, potentiator mode; 0% = oxytocin EC15, 100% = EC100;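 active = activation above that plate's cutoff, the mean activation of tested compounds plus 3 SD, cut at about 6.6% in these data, passing the limit was not always enough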;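 note: 100% uses oxytocin at 75 nM as the full agonist control; some results filed as inactive read as strong as hits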
# Target sequence (P30559 whole entry, looked up): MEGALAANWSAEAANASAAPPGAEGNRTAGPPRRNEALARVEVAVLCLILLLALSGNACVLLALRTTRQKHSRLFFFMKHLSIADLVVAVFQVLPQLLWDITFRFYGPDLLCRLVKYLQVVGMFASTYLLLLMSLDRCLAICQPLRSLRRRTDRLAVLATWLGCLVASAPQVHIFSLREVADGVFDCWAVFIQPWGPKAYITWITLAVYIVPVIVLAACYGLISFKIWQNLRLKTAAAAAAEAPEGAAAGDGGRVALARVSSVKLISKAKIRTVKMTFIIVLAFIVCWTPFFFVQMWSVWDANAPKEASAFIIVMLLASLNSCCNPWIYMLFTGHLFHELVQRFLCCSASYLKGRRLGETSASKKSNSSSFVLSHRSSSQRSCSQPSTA
#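 Assay system: CHO cell line stably expressing human OTR. Reagent: EC15 oxytocin agonist. Dosing: single dose, 3.0 µM nominal final compound concentration. Timing: compound 6 min at room temperature before oxytocin, 100 s read. Signal: kinetic Fluo-8 calcium fluorescence. Controls: oxytocin EC15 low and EC100 high.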
# CHRM4 agonist = agonists of human muscarinic M4 receptor (CHRM4); P08173; CHO-K1 hM4/Gqi5, Fluo-8 calcium fluorescence; vehicle 0%, full acetylcholine response 100%; activation, % at 3 µM; hit rate 0.14% among 360,000;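 active = activation above the run mean over all test wells plus 3 SD, cut at about 32% in these data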;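 note: peak over basal fluorescence ratio per well then scaled between controls; 0% = DMSO wells and 100% = acetylcholine at EC100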
# Target sequence (P08173 whole entry, looked up): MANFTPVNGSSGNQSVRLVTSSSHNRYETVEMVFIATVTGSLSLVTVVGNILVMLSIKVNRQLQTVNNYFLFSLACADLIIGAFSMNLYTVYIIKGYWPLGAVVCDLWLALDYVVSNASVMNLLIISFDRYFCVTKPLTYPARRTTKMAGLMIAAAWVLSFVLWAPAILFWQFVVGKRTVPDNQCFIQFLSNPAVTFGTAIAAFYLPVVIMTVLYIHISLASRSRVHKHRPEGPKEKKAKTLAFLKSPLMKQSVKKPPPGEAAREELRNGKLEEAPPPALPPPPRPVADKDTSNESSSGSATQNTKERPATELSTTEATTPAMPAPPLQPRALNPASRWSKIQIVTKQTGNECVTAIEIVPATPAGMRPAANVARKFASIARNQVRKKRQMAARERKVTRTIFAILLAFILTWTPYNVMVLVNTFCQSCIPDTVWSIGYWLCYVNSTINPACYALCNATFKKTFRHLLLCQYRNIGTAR
# CHRM1 agonist = human M1 muscarinic receptor agonism; CHO-K1 hM1, Fluo-8 calcium fluorescence, agonist mode; 0% DMSO, 100% acetylcholine EC100; hit rate 0.33% among 360,000; activation, % at 3 µM;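 active = activation above the run's mean compound activation plus 3 SD, cut at about 16% in these data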;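 note: peak over basal fluorescence ratio within a 140 s kinetic read after compound addition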
# CHRM4 antagonist = CHRM4 antagonism in calcium assay. CHO-hM4 cells, ACh EC80, Fluo-8 calcium fluorescence. inhibition, % at 3 µM. hit rate 0.73% among 360,000. AID 624125;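 active = inhibition above its plate's cutoff, the mean inhibition of sample wells plus 3 SD, cut at about 27% in these data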;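 note: 0% = acetylcholine EC80 with DMSO and 100% = DMSO without agonist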
# CHO-K1 Ca antag = nonselective inhibitor or artifact in parental CHO-K1 cells. AID 602250. ATP-induced calcium, Fluo-8 fluorescence. hit rate 0.6% among 360,000. inhibition, % at 3 µM;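 active = inhibition above a per-plate cutoff, the plate's mean sample inhibition plus 3 SD, cut at about 24% in these data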;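 note: 0% = DMSO plus EC80 ATP and 100% = DMSO alone without ATP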
# An asterisk follows results filed as active; / = no result given.
item	SMILES	CHRM1 PAM	M1 ag parental	M1 antag	CHO parental Ca	OXTR potentiator	CHRM4 agonist	CHRM1 agonist	CHRM4 antagonist	CHO-K1 Ca antag
1	CC1CCN(C(=O)C2CCCN(S(=O)(=O)c3ccc4c(c3)CC(C)N4C(=O)C3CC3)C2)CC1 (stereo not drawn)	-3.8	0.5	4.2	-17.2	-4.0	5.8	-1.8	-14.6	0.4
2	COc1cc(C(=O)NCc2cn3cccc(C)c3n2)cc(OC)c1OC	2.2	0.8	-2.7	-7.5	2.7	2.6	-4.3	5.6	-4.2
3	Oc1ccc(N=Cc2c(O)ccc3ccccc23)cc1	1.7	0.1	-1.3	3.1	-4.9	-0.5	-1.2	12.8	7.3
4	COc1cc2c(cc1OC)CN(Cc1ccc(C)s1)CC2	-2.8	0.0	4.5	-25.1	-14.8	-0.2	-4.7	5.5	17.4
5	CC(=O)Nc1cc2c(cc1C(C)=O)OCCO2	5.9	-0.1	-3.7	0.5	-6.3	0.1	-4.2	-0.5	0.9
6	O=C(CCl)NNc1cccc(Cl)n1	3.9	0.5	-6.6	-2.4	-10.8	0.0	-3.5	-6.0	-15.6
7	O=C(N/N=C/c1ccc([N+](=O)[O-])o1)c1cn(-c2ccccc2)nc1-c1ccccc1	11.2	2.3	-4.2	-0.7	0.7	12.1	-6.6	-1.8	1.3
8	O=C(OCC(=O)N1CCc2ccccc21)c1ccccc1	3.7	-0.1	-3.6	-26.0	-9.7	0.9	-4.5	5.8	-7.5
9	CCN(CC(=O)Nc1c(F)cccc1F)C(=O)CSCC(=O)Nc1ccc(OC)cc1	8.9	0.0	-4.2	-15.1	-4.8	-0.1	0.3	1.6	2.2
10	CCC(=O)Nc1cccc(NC(=O)CSc2nnc(-c3ccc(NS(C)(=O)=O)cc3)n2C)c1	-5.2	-0.5	4.4	2.7	2.8	-1.2	-3.6	-12.1	-6.5
11	CCNC(=O)Oc1ccc(-c2csnn2)cc1	2.9	0.0	-1.2	-6.5	-5.8	0.7	-6.1	-1.8	3.1
12	O=CNc1c(Br)cc2c(c1Br)Cc1cc(Br)ccc1-2	5.8	1.1	-11.6	/	/	0.5	0.0	-5.5	-18.4
13	Cc1ccn2cc(CCNC(=O)C3CC=CCC3C(=O)O)nc2c1 (stereo not drawn)	1.4	0.1	0.1	-10.0	2.6	0.3	-7.8	-8.2	2.4
14	Cc1cc(C(=O)CN2CCCC2)c(C)n1-c1ccc(Cl)cc1	1.3	2.0	2.8	-21.2	-5.3	5.1	-8.2	7.9	-10.0
15	CCSc1ccc([C@@H]2[C@@H]3C(=O)N(CC)C(=O)[C@@H]3[C@]3(C(=O)OC)CCCN23)cc1	8.8	-0.1	-6.4	-28.0	-6.1	0.6	-4.7	6.6	-13.9
16	Nc1nc(SCC(=O)N2CCCc3ccccc32)n[nH]1	2.9	-0.1	-0.9	6.5	-7.3	-0.2	-1.1	-4.4	-13.4
17	CCn1c(=O)c2c3c(sc2n2c(=S)[nH]nc12)CCC3	2.9	-0.3	-1.2	2.0	4.0	0.0	-2.6	8.7	8.8
18	Cc1ccc(C(=O)NC2CCN(CC(=O)NCc3cccs3)CC2)cc1	-11.4	4.1	26.7	-9.7	-2.5	19.9	-4.5	1.8	5.2
19	CCCCN(C(=O)c1cccc(S(=O)(=O)N2CCN(Cc3ccccc3)CC2)c1)c1ccccc1	-8.1	0.2	20.1	-14.0	-6.1	0.4	-3.7	12.3	0.5
20	COc1ccc(Cc2c(-c3cccc(Cl)c3)nc3cc(C)c(Br)c(C)n23)c(C)c1	/	1.1	/	/	/	1.6	/	-12.2	-36.9

# Continued.
item	SMILES	CHRM1 PAM	M1 ag parental	M1 antag	CHO parental Ca	OXTR potentiator	CHRM4 agonist	CHRM1 agonist	CHRM4 antagonist	CHO-K1 Ca antag
21	CCN(CC)S(=O)(=O)c1cc(-c2nnc(-c3ccc(Br)cc3)o2)ccc1Br	1.8	0.0	-13.4	-18.9	-6.8	-0.1	-2.5	0.2	-2.7
22	O=C(CN(Cc1ccc(Cl)cc1)C(=O)CNS(=O)(=O)c1ccccc1)NCC1CCCO1 (stereo not drawn)	3.9	-0.6	-1.3	-12.2	-6.2	2.0	-1.9	-8.0	3.0
23	Nc1c(C(=O)NCCc2ccccc2)nnn1Cc1ccccc1	7.3	0.3	-0.8	0.5	5.6	0.7	-0.8	1.8	4.5
24	CCC(CC)C(=O)c1c[nH]c(C(=O)OC)c1	8.2	0.8	-4.7	-9.2	-0.4	1.1	-1.9	5.7	-7.8
25	COc1cc(NC(=O)CCc2c(C)nc3nc(C)nn3c2C)cc(OC)c1	9.8	1.1	-15.9	-2.9	-0.1	1.1	0.3	1.0	-10.0
26	COc1ccccc1-c1cnc(C(O)c2ccc(Cl)c(F)c2)[nH]1 (stereo not drawn)	1.7	3.8	-7.1	/	/	6.4	2.7	-6.1	-15.5
27	Cc1noc(C)c1C(=O)Nc1nc(-c2cccs2)cs1	7.1	0.3	-5.7	-19.6	-8.5	2.4	-7.2	-7.5	-13.5
28	O=C1OC(C(=O)NCc2ccccc2)Cc2ccccc21 (stereo not drawn)	2.4	-0.4	0.7	-4.2	-6.1	0.0	-3.8	-2.0	-12.7
29	Cc1ccc(C)c(N(CC(=O)NC(C)(C)C)C(=O)CNC(=O)c2cccs2)c1	-0.5	-0.4	-0.4	-15.1	-0.5	0.6	-6.2	-4.0	1.3
30	CC1=C(C(=O)OC(C)C)C(c2cccs2)N2C(=O)C(C)SC2=N1 (stereo not drawn)	-8.9	0.0	4.2	-18.3	-5.8	-0.5	-7.0	8.2	3.5
31	CCCC1c2ccc(C)n2CCN1C(=O)Nc1ccc(F)cc1 (stereo not drawn)	10.1	1.9	-13.4	4.6	-17.8	3.4	-1.1	-0.2	2.4
32	CCN(CC)S(=O)(=O)c1ccc(OCC(=O)NC(=O)Cc2ccccc2)c([N+](=O)[O-])c1	15.3	2.2	-17.0	-8.1	-4.7	10.4	-2.8	-3.7	-7.5
33	CN(CC(=O)Nc1ccc(F)c(F)c1F)C(=O)Cc1ccc2c(c1)OCCO2	5.0	1.3	-6.5	-8.5	-2.2	1.6	-1.3	-6.8	-0.8
34	CN(C)S(=O)(=O)N1CCC(Oc2ccc(C(=O)NC3Cc4ccccc4C3)cc2)CC1	-17.8	11.7	14.6	0.6	-23.5	6.4	5.2	-16.9	-2.4
35	O=C1c2ccc(Cl)cc2S(=O)(=O)c2cccc(C(=O)N3CCN(c4ccc(Cl)cn4)CC3)c21	6.3	0.8	-3.3	-29.1	-4.4	-0.3	-2.9	-3.3	-7.5
36	O=C(NCC1CCCO1)c1sc2ccccc2c1Cl (stereo not drawn)	-4.9	0.5	3.4	-5.8	-4.3	-0.5	-8.6	9.3	-0.1
37	Cn1ccc(C(=O)OCC(=O)Nc2cccc3ccccc23)n1	0.1	0.8	0.2	-3.1	1.6	1.7	-3.6	7.4	10.6
38	O=C(OCC(=O)c1ccccc1Br)c1ccncc1	-0.2	0.0	-6.7	-7.6	-15.4	0.6	-1.4	-2.0	-7.1
39	Cc1ccc(Nc2nc(N)nc(CN3CCCCCC3)n2)c(C)c1	-4.3	-0.5	2.3	-16.5	-10.1	-0.1	-5.4	6.5	16.2
40	COc1ccc(OC)c(NC(=O)CCNS(=O)(=O)c2cccc3nonc23)c1	3.9	1.0	-5.5	-7.1	1.9	1.0	-3.5	-7.8	-7.9

# Remaining list, next part:
item	SMILES	CHRM1 PAM	M1 ag parental	M1 antag	CHO parental Ca	OXTR potentiator	CHRM4 agonist	CHRM1 agonist	CHRM4 antagonist	CHO-K1 Ca antag
41	CC(=O)c1c(C)[nH]c(C(=O)COC(=O)CN2C(=O)C3CCCCC3C2=O)c1C (stereo not drawn)	-2.2	1.1	6.8	-5.6	-11.8	4.7	1.4	-6.4	12.6
42	CCOC(=O)N1CCC(N(CCN(C)C)C(=S)Nc2cc(Cl)cc(Cl)c2)CC1	3.5	2.7	-1.4	-5.0	4.2	0.5	-3.2	3.7	-11.4
43	CC1CCN(CCCn2c(=S)[nH]c3c(sc4ccccc43)c2=O)CC1	-1.2	0.1	-2.2	-17.1	-8.4	-0.1	-8.8	-0.3	-3.3
44	Cc1cc2nc(-c3ccc[nH]c3=O)n(Cc3cccc(F)c3)c2cc1C	4.0	1.1	3.2	-14.6	-7.0	3.5	-1.6	-2.4	-3.8
45	C=CC[C@@H](CC(=O)NCCO)C(=O)N[C@H](C)COC(=O)[C@@H](CC=C)Cc1ccc(F)cc1	3.4	-0.6	-2.8	-8.3	-5.6	0.9	-5.2	-1.1	16.4
46	CC(CNC(=O)c1ccco1)NC(=O)c1ccco1 (stereo not drawn)	4.9	0.8	-10.0	8.5	-1.8	1.9	-2.2	-4.6	-11.3
47	O=C(C1=C[C@@H](c2ccc(C(F)(F)F)cc2)C[C@@H](OCCCCO)O1)N1CCOCC1	1.9	0.3	-5.3	-15.1	-2.2	1.3	-2.2	8.1	-0.7
48	Cc1ccc(-c2c3c(=O)n(C)c(=O)n(C)c3cn2-c2ccccc2O)cc1	-2.0	-0.2	7.1	-9.6	-8.0	0.6	-3.5	6.5	-0.6
49	COc1ccc(C(O)CNc2ccc(C)cc2)cc1 (stereo not drawn)	7.6	0.6	-5.8	-10.4	1.4	0.8	-2.8	-5.8	-14.2
50	O=C(O)COc1ccc2occ(C(=O)c3ccccc3)c2c1	-3.1	-0.3	-20.3	-6.5	-7.1	0.7	-1.7	-0.4	-2.6
51	COc1ccccc1CN(Cc1cccnc1)S(=O)(=O)c1ccc(-n2cnnn2)c(OC)c1	6.2	2.8	-2.9	-12.0	-1.3	9.8	-11.1	-2.4	2.3
52	O=C(c1ccc(Br)s1)N1CCN(Cc2ccc3c(c2)OCO3)CC1	3.8	1.2	-7.9	-5.2	-6.1	-0.4	-8.2	9.6	-6.9
53	O=C(Nc1ccc(N2CCOCC2)cc1)c1ccc(S(=O)(=O)NCc2ccco2)cc1	2.4	1.7	8.6	-1.9	4.5	0.5	-1.4	10.4	-2.0
54	O=C(c1ccccc1)N(Cc1ccccc1)c1ccccn1	6.7	2.5	0.5	-11.8	4.2	3.9	-5.8	5.8	-6.4
55	CN(C)CC(C)(C)CNS(=O)(=O)c1ccc(Cl)cc1	-3.4	2.2	0.8	-3.3	0.3	1.2	-6.8	-3.8	-13.3
56	Cc1sc2ncn(CC(=O)OC(C)C(=O)NC(C)(C)C)c(=O)c2c1C (stereo not drawn)	-3.3	1.7	-4.9	3.5	-9.3	2.6	-1.7	-14.7	-9.5
57	CCOC(=O)N1CCN(C(=O)CN(c2cccc(C)c2)S(=O)(=O)c2ccccc2)CC1	3.1	0.0	14.1	-9.3	-13.7	1.5	-2.9	4.9	-10.9
58	O=C(c1c[nH]c(C(=O)N2CCN(c3ccccc3F)CC2)c1)c1cccc(Cl)c1Cl	-7.5	-0.1	3.1	/	/	0.5	-5.1	-2.0	-14.4
59	COC(=O)CSc1nc(NC#N)nc(NC(C)(C)C)n1	-2.5	0.1	10.9	-12.4	4.0	-0.2	-3.7	-5.6	-1.1
